BRCA1 expr act: qHTS Assay to Identify Small Molecule Activators of BRCA1 Expression | MCF7-BRCA1-FFLuc reporter, luminescence, 48 h; response scale: scaled: vehicle 0%, 10 µM genistein 100% | 1.1% of 380,000 active | AID 624202, 2012 | Potency, µM (highest dose often 46.1 µM), for the others: at the highest dose activation, hits mostly activators; further: potency means the concentration at half of the fitted maximal effect; nearly all actives have a fitted effect of over 80% in size; some results filed as inactive show a strong effect at the top dose
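First, MCF7-BRCA1-FFLuc cells (2000/well) attach for 2 h; next, compounds are pin-added and incubated 48 h at 37 °C; finally, luciferase reagent is added and luminescence read after 15 min.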
a7 integrin act: qHTS for Activators of Integrin-Mediated Alleviation for Muscular Dystrophy; alpha7betagal myoblasts, beta-gal FDG fluorescence, 48 h; Potency, µM (highest dose often 38.3 µM), without a hit: top-dose activation, usual class: activators; 0.064% of 350,000 active; AID 624291, 2012;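 further: potency means the concentration at half of the fitted maximal effect; 100% = response of the positive control SU9516; nearly all actives have a fitted effect of over 60% in size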
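Alpha7betagal+/- myoblasts (passage 13) were plated 16-24 hr, then exposed to compounds (1:260 dilution of DMSO stock) for 48 hours at 37C. After MPER lysis, β-galactosidase reporter activity was read as FDG fluorescence (ex 480/em 540) after 30 minutes.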
p53 reactivation: qHTS assay for re-activators of p53 using a Luc reporter | H1299 p53-A138V BP100-luciferase reporter, luminescence, 24 h | 0.063% of 320,000 active | Potency, µM (highest dose often 92.2 µM), inactives show at the top dose activity change, positive = activation, actives largely listed as activators | AID 504706, 2011; further: potency means the concentration at half of the fitted maximal effect; % of control where 0% means no effect; nearly all actives have a fitted effect of over 45% in size
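p53-null H1299 cells stably carrying temperature-sensitive p53-A138V and a BP100-luciferase reporter were pinned with compounds (4-point, 1:5 series) and held 24 hrs at 37 deg C. Luminescence was read 10 min after detection reagent.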
B2AR arrestin: qHTS assay of beta-arrestin-biased ligands of beta2-adrenergic receptor; Potency, µM (top dose mostly 46.1 µM), for inactives: at the highest dose activation, hits mostly activators; Beta-2 adrenergic receptor (Homo sapiens), P07550; 0.02% of 330,000 active; AID 492947, 2010; beta-arrestin recruitment to beta2AR, cell-based reporter;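 further: potency means the concentration at half of the fitted maximal effect; 0% = DMSO controls and full agonism = EC100 isoproterenol or metaproterenol; nearly all actives have a fitted effect of over 65% in size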
Target sequence (P07550 whole entry, looked up): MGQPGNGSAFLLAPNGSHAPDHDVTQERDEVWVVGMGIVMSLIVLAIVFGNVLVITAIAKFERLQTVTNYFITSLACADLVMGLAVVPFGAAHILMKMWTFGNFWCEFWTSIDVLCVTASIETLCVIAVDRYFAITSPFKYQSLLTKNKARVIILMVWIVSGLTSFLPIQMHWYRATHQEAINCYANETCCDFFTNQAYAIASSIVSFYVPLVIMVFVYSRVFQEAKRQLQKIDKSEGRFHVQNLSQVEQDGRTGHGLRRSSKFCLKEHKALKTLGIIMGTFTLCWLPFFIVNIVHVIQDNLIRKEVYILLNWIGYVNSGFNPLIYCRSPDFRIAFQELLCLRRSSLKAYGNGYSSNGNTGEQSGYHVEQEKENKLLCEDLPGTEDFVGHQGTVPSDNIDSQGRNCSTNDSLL
TRPV1 ag: HTS Assay for Compounds that Act as Agonists of the Vanilloid Receptor 1 | Transient receptor potential cation channel subfamily V member 1 (Homo sapiens), Q8NER1 | activation, % at 8.33 µM | 0.19% of 320,000 active | TRPV1-expressing cells, Fluo-8 calcium influx, agonist mode; in the data active means activation above about 80%; inconclusive means between about 30% and that limit; further: 0% is about no effect
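TRPV1-expressing cells were cultured overnight at 35.5C and loaded with Fluo-8 calcium dye for 40 to 90 min at room temperature. After a 10 s baseline, compound was added and calcium influx was read kinetically for 3 min (ex 480/em 520 nm).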
AT treatment: qHTS Assay for Identifying a Potential Treatment of Ataxia-Telangiectasia; […] A-T fibroblasts, KAP-1 phosphorylation AlphaLISA; neocarzinostatin DNA damage 30 min before lysis; Potency, µM (highest dose often 57.5 µM), for the others: top-dose activation, hits mostly activators; 0.19% of 320,000 active; AID 485349, 2010; further: potency means the concentration at half of the fitted maximal effect; % of control where 0% means no effect; nearly all actives have a fitted effect of over 45% in size
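ATM-like activity read as KAP-1 phosphorylation via AlphaLISA donor/acceptor antibody pairs after lysis and 6 hr at 25C. Cells were ATM-null patient fibroblasts ([…], hTERT), dosed 60 min, then exposed to the DSB inducer NCS for 30 min.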
ELG1 DNA repair: qHTS screen for small molecules that inhibit ELG1-dependent DNA repair in human embryonic kidney (HEK293T) cells expressing luciferase-tagged ELG1; HEK293T ELG1-luciferase reporter, luminescence, 16 h; DNA damage induced by 5-fluorouridine; AID 504467, 2011; Potency, µM (series often up to 46.1 µM), without a hit: at the top dose activity change, negative = inhibition, usual class: inhibitors; 2.3% of 330,000 active; further: potency means the concentration at half of the fitted maximal effect; on the % scale 0 is the no-effect control and ±100 the full control effect; nearly all actives have a fitted effect of over 55% in size
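Luminescence from the luciferase reporter, measured 30 min after ONE-Glo reagent at room temperature, was the read-out. Beforehand, 2,000 cells per well were exposed for 16 hr at 37 °C to 5-fluorouridine together with compound or vehicle.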
TCR act: Activators of T cell receptors: qHTS campaign; 330,000 tested, under 10 active; Potency, µM (highest dose often 9.22 µM), for the others: at the top dose activation of IL-2 secretion, hits mostly activators; primary human leukocytes, anti-CD3, IL-2 HTRF, 48 h; AID 504894, 2011; further: % of control where 0% means no effect
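IL-2 release read by HTRF sandwich (Eu cryptate donor, d2 acceptor, 665 nm emission) after 48 hr exposure of primary human leukocytes to compound together with anti-CD3 beads in the absence of co-stimulatory signals.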
TSG101-PTAP inh: qHTS Assay for Iinhibitors of HIV-1 Budding by Blocking the Interaction of PTAP/TSG101. Tumor susceptibility gene 101 protein (Homo sapiens), Q99816. Fluorescence polarization, FITC-PTAP peptide / Tsg101 binding. Potency, µM (doses to about 115 µM), inactives show at the top dose activity change, negative = inhibition, usual class: inhibitors. 340,000 tested, under 10 active. AID 493005, 2010; active means well fitted inhibition curve with a large enough effect in the main read-out, with a control signal flat, not every such curve was filed as active; inconclusive means small, poorly fitted or top-dose-only effect, or effect the other way, or a change in a side signal; inactive means no such curve, though single readings can be large or run the other way; further: potency means the concentration at half of the fitted maximal effect; % of control where 0% means no effect
Target sequence (Q99816 whole entry, looked up): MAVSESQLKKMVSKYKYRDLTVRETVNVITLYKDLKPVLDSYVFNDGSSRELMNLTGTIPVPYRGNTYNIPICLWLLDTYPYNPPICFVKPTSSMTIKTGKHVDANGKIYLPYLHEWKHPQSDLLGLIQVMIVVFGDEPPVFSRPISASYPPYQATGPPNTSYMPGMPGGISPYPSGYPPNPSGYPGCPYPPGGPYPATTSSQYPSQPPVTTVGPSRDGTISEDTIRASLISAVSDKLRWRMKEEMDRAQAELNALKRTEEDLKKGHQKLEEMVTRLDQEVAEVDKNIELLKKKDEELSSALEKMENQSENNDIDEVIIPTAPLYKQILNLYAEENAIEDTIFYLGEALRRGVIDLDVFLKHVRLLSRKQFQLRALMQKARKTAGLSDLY
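FP read-out: FITC-PTAP peptide, 50 nM final, binding Tsg101 binding domain, 10 uM final; 20 min, r.t.; 10 mM HEPES pH 7.5, 0.15 M NaCl, 0.01% Tween 20, 3 mM EDTA, 0.1 mM TCEP.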
CXXC DNA block: qHTS Fluorescence Polarization Assay for Inhibitors of MLL CXXC domain - DNA interaction; Histone-lysine N-methyltransferase 2A (Homo sapiens), Q03164; MLL-CXXC / FITC-HOXA9 DNA fluorescence polarization; Potency, µM (highest dose often 115 µM), for inactives: at the highest dose activity change, negative = inhibition, actives largely listed as inhibitors; 0.037% of 290,000 active; active means well fitted inhibition curve with a large enough effect in the polarisation, with a control signal flat, not every such curve was filed as active; inconclusive means small, poorly fitted or top-dose-only effect, or effect the other way, or a change in a side signal; inactive means no such curve, though single readings can be large or run the other way; the % refers to the polarisation; further: potency means the concentration at half of the fitted maximal effect
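Purified MLL-CXXC (added from a 7 uM solution) was preincubated 5 min at ambient with pinned compounds in 50 mM Tris-HCl pH 7.5, 50 mM NaCl, 1 mM DTT, 0.05% BSA. Fluorescein-labeled HOX-A9 DNA (50 nM solution) followed, 30 min, then polarization read.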
Starred values were filed as active, the others as inactive; ? = inconclusive; . = no result given; [ ] = dose if it differs, or a comment. Unless noted, the call rests on the fitted dose curve; in most records, active means well fitted curve in the direction sought with a large enough effect; inconclusive means small, poorly fitted or top-dose-only effect, or another doubt; inactive means no such curve, though single readings can be large; an effect the other way counts as inactive or inconclusive. Hits appear at their usual frequency. Share with any hit: about 3.8%.

SMILES | BRCA1 expr act | a7 integrin act | p53 reactivation | B2AR arrestin | TRPV1 ag | AT treatment | ELG1 DNA repair | TCR act | TSG101-PTAP inh | CXXC DNA block
O=S(=O)(c1ccc2ccccc2c1)N1CCN=C1SCc1cccnc1 | -10% | -3% | -5% | 0.0% | 7 | 4% | -15% | 3% | 0% | 0%
CS(=O)(=O)N(CC(=O)NCCSC1CCCCC1)c1ccc2c(c1)OCO2 | 0% | -1% | -3% | 0.3% | 1 | 3% | -2% | 11% | -3% | -2%
COc1ccc(C(=O)Nc2ccc(S(=O)(=O)Nc3onc(C)c3C)cc2)c(OC)c1 | -3% | 7% | 1% | -0.2% | -2 | -2% | ? | 0% | -5% | -5%
Cc1ccc(S(=O)(=O)Nc2ccc3c(c2)OCCO3)cc1C | -2% | 12% | 2% | -0.5% | 1 | -2% | ? | 8% | -2% | -17%
O=C(CSCc1ccc(Br)cc1)Nc1ccc(S(=O)(=O)N2CCCCCC2)cc1 | -3% | -22% | -3% | -0.9% | 4 | 5% | -13% | -6% | -2% | -3%
CC1(C)Cc2ccccc2C(N/N=C/c2ccc(Cl)cc2)=N1 | 1% | -17% | 11% | -0.3% | -5 | 0% | -2% | 2%[46.1 µM] | -4% | 16%
N#Cc1ccc(OCC(=O)OCC(=O)NCCC2=CCCCC2)cc1 | -2% | 1% | -2% | -0.6% | -1 | 3% | 16% | 5%[46.1 µM] | 0% | 1%
COc1ccc([N+](=O)[O-])cc1N(CC1CO1)S(=O)(=O)c1ccc(C)cc1 (stereo unspecified) | -15% | -46%[inhibitor] | 22% | 0.4% | 3 | 4% | ? | 3% | 0% | -3%
CCCCn1c(SCC(=O)Nc2cccc(OC)c2)nc2ccc(N3CCOCC3)cc2c1=O | -2%[1.84 µM] | -12% | 7% | -0.9% | 18 | 5% | ? | 2% | -2% | -5%
O=C(NCc1cccnc1)/C(=C/c1ccccc1)NC(=O)c1ccccc1 | 13% | 9% | 7% | -0.1% | 0 | 1% | -2% | -1% | -1% | 7%
CCN(CCCNC(=O)Cn1ncc2c([nH]c3ccc(C)cc32)c1=O)c1ccccc1 | 14% | -8% | -2% | -0.4% | -3 | 4% | 29% | 2% | -10% | -2%
COc1ccc(N2CCN(C(=O)CCC(=O)N3Cc4ccccc4Oc4ncccc43)CC2)cc1 | -1% | -3% | -12% | -0.2% | 0 | -5% | 0% | -2% | -8% | 2%
CCN(CC(=O)NCC1CCCO1)S(=O)(=O)c1ccc(Cl)cc1 (stereo unspecified) | -2% | ? | -9% | -0.1% | 2 | 15% | -2% | 6% | -6% | 2%
ClCc1csc(N/N=C/c2cccs2)n1 | . | . | 5% | 0.0% | -7 | -16% | 7% | . | . | -4%
C=CCNC(=S)N1CCN(CCN=CC2=C(O)CC(c3ccco3)CC2=O)CC1 (stereo unspecified) | 2% | -13% | 1% | 0.1% | -2 | -1% | 2% | -3% | 2% | -4%
O=C(COc1ccc(Cl)cc1)NNC(=O)c1ccc(=O)[nH]c1 | -1% | -6% | 2% | -0.7% | . | 5% | 7% | 11%[46.1 µM] | -1% | .
CC1CN(S(=O)(=O)c2cccc(C(=O)N=c3sccn3C)c2)CC(C)O1 (stereo unspecified) | -21% | -21% | -6% | -0.1% | -2 | -9% | -8% | . | -1% | .
CCC(C(=O)Nc1cc(OC)c(NC(=O)c2ccccc2)cc1OC)c1ccccc1 (stereo unspecified) | -37% | 22% | 22% | -0.5% | 18 | 9% | ? | -1% | 2% | 2%
CCn1c(SCC(=O)O)nnc1-c1ccccc1 | 4% | -32% | -1% | 0.0% | -1 | 13% | 6% | -3% | -4% | 5%
c1nc(C2CCCCC2)cc2cc3c(cc12)OCO3 | ? | 0% | ? | -0.7% | . | 26% | ? | -11% | -2% | .
O=C(Nc1ccccc1N1CCOCC1)c1ccc(N2CCCC2=O)cc1 | 21% | -9% | 3% | 0.0% | 3 | 4% | 7% | -2% | -2% | .
O=C(c1ccco1)N1CCN=C1SCc1c(F)cccc1Cl | -4% | -13% | 1% | 0.1% | 12 | 1% | 2% | 1% | -12% | 1%
CN1CCC(OC(=O)c2cc3cc(Br)ccc3oc2=O)CC1 | -88%[inhibitor] | 1% | 14% | -0.6% | 9 | -2% | -7% | -1% | -3% | 7%
CC(C)(C)c1ccc(C(=O)N2CCC3(CC2)NCCc2[nH]cnc23)cc1 | 6% | -51%[inhibitor] | -2% | -0.1% | 12 | -2% | 3% | 6% | -2% | 20%
CC(CN1CCN(C)CC1)OC(=O)c1ccccc1 (stereo unspecified) | 1% | 6% | -2% | -0.2% | 0 | 5% | 6% | 1% | -4% | -1%

Sorted by count of non-hydrogen atoms (falling): some entries from above
SMILES | BRCA1 expr act | a7 integrin act | p53 reactivation | B2AR arrestin | TRPV1 ag | AT treatment | ELG1 DNA repair | TCR act | TSG101-PTAP inh | CXXC DNA block
O=C(Nc1ccccc1N1CCOCC1)c1ccc(N2CCCC2=O)cc1 | 21% | -9% | 3% | 0.0% | 3 | 4% | 7% | -2% | -2% | .
CC1CN(S(=O)(=O)c2cccc(C(=O)N=c3sccn3C)c2)CC(C)O1 (stereo unspecified) | -21% | -21% | -6% | -0.1% | -2 | -9% | -8% | . | -1% | .
CC(CN1CCN(C)CC1)OC(=O)c1ccccc1 (stereo unspecified) | 1% | 6% | -2% | -0.2% | 0 | 5% | 6% | 1% | -4% | -1%

The list goes on.
SMILES | BRCA1 expr act | a7 integrin act | p53 reactivation | B2AR arrestin | TRPV1 ag | AT treatment | ELG1 DNA repair | TCR act | TSG101-PTAP inh | CXXC DNA block
C=C(c1ccccc1O)n1ccnc1 | 16% | 4% | 4% | 5.6% | -3 | 18% | -7% | -14% | -1% | -1%
CN(Cc1c(C(=O)N(C)Cc2ccccc2)nc2ccccn12)CC1Cc2ccccc2O1 (stereo unspecified) | -22% | -42% | -2% | -0.3% | 3 | -5% | ? | -3% | 0% | 1%
Cc1ccc2[nH]c(=O)c(CN(C)C(=O)c3ccccn3)cc2c1 | -12% | -2% | -9% | 0.0% | 2 | -1% | 1% | 0% | -4% | 3%
C(=N\N1CCN(Cc2cccc3ccccc23)CC1)/c1cccs1 | -23% | 16% | -2% | -1.0% | -3 | -15% | ? | 1% | -6% | -5%
C=CCn1c(SCc2csc(C)n2)nc2scc(-c3ccc(C)o3)c2c1=O | -36% | 8%[7.66 µM] | ? | 0.2% | 2 | 1% | -22% | -2% | 2% | 1%
CCCN(Cc1ccccc1)C(=S)Nc1ccc(SC(F)F)cc1 | -52% | 0% | 3% | -0.2% | 13 | 0% | 23µM* | 5% | -1% | 10%
CCCCN1C(=O)C(O)=C(C(C)=O)C1c1ccc(OC)cc1OC (stereo unspecified) | 17% | 3% | -9% | -0.4% | 6 | 0% | -1% | -3% | -2% | -3%
O=S1(=O)C[C@@H](N2CCOCC2)[C@H](N2CCOCC2)C1 | -11% | -2% | -5% | 4.2% | -3 | 0% | -8% | -2% | 1% | 11%
O=C(CSc1nccc(-c2cccs2)n1)Nc1ccc(Cl)cc1 | -18% | -35% | -1% | 0.3% | 5 | 0% | 3% | 9% | 3% | -6%
Fc1ccc(CO/N=C2\CCCc3nonc32)cc1 | 68% | 8% | 23% | -0.3% | 8 | 7% | ? | 3% | -2% | 1%
O=C(Cn1c(=O)cnc2ccccc21)N1CCN(S(=O)(=O)c2ccccc2Br)CC1 | -7% | 10% | -6% | -0.5% | 1 | 1% | -9% | 1% | 2% | .
CCOc1ccc(CCNC(=O)CS(=O)(=O)Cc2nc(-c3cccc(OC)c3)oc2C)cc1 | -32% | -38% | 3% | 0.5% | 13 | 9% | -10% | -1% | -1% | 0%
Cc1cc(C)cc(N2C(=O)CSC2c2cccs2)c1 (stereo unspecified) | -27% | -5% | -6% | -0.4% | -2 | 3% | -4% | 0% | -12% | 8%

Some of the entries so far, with tabs.
molecule	BRCA1 expr act	a7 integrin act	p53 reactivation	B2AR arrestin	TRPV1 ag	AT treatment	ELG1 DNA repair	TCR act	TSG101-PTAP inh	CXXC DNA block
Cc1cc(C)cc(N2C(=O)CSC2c2cccs2)c1 (stereo unspecified)	-27%	-5%	-6%	-0.4%	-2	3%	-4%	0%	-12%	8%
C(=N\N1CCN(Cc2cccc3ccccc23)CC1)/c1cccs1	-23%	16%	-2%	-1.0%	-3	-15%	?	1%	-6%	-5%

Screening data: PubChem, National Center for Advancing Translational Sciences (NCATS)
